# Screens: PubChem BioAssay, Sanford-Burnham Center for Chemical Genomics
# Mdm2-MdmX inh: disrupts the human Mdm2-MdmX interaction | O15151+Q00987 | SaOS-2 split-luciferase Mdm2/MdmX complementation, luminescence | inhibition, % at 8 µM | 330,000 tested, 3% active | AID 485346;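 active means inhibition of at least 50% at 8 µM in the primary screen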
# CHOP UPR activ: activators of apoptotic arm of unfolded protein response (CHOP); AID 449763; CHO-CHOP luciferase reporter, UPR activation, luminescence; percent of tunicamycin response over DMSO baseline; 330,000 tested, 0.34% active; activation, % at 10 µM;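 active means at 10 µM dose, activation of 40% or more, normalized to positive control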;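 further: 100% = tunicamycin at 10 µg/mL and 0% = DMSO alone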
#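 Material: CHO-CHOP cells, stable luciferase reporter of PERK-eIF2a-CHOP signalling; quantity: 500 reporter cells seeded per well; buffer or medium: F12 medium containing 10% fetal bovine serum; compound: one dose, 10 µM in 0.5% DMSO; incubation: 6 h compound treatment, 37 °C; measured by: Steady-Glo luciferase luminescence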
# tim10-1 inh: tim10-1 yeast growth inhibition. 330,000 tested, 2.2% active. AID 463190. inhibition, % at 20 µM. S. cerevisiae tim10-1 ts strain growth, BacTiter-Glo, 24 h;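 active means inhibition of at least 40%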;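 further: mutant grown at 25 °C; 0% = DMSO wells with yeast and 100% = wells holding no yeast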
# TIM10 inh: inhibits growth of TIM10 yeast strain. S. cerevisiae TIM10 strain growth, BacTiter-Glo luminescence, 24 h. inhibition, % at 10 µM. 330,000 tested, 1.4% active. AID 463195;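 active means inhibition of 40% or more at the single tested concentration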;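 further: wild-type TIM10 isogenic control strain grown at permissive 25 °C; 0% = DMSO yeast wells and 100% = minimal medium wells without yeast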
# tim23-1 inh: tim23-1 yeast growth inhibition; S. cerevisiae tim23-1 growth, BacTiter-Glo luminescence, 24 h; 330,000 tested, 1.3% active; inhibition, % at 20 µM;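 active means growth inhibition of the mutant yeast at or above 50%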;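 further: temperature-sensitive mutant grown at 25 °C; plate controls were DMSO-treated mutant yeast for no effect and medium wells lacking yeast for full effect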
# UPR XBP1 act: activators of adaptive arm of unfolded protein response (XBP1) | CHO-XBP1 luciferase reporter, IRE1-XBP1 UPR activation, luminescence; percent of tunicamycin response, DMSO as zero | activation, % at 20 µM | 330,000 tested, 0.33% active | AID 463104;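 active means versus positive control, 20 µM dose yields 30% or more activation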;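 further: 100% = tunicamycin at 10 µg/mL and 0% = DMSO only wells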
#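 Assay system: CHO-XBP1 luciferase reporter cells; Schedule: 6 h treatment, 37 °C; Detection: glow luminescence from Steady-Glo reagent; Benchmarks: high control tunicamycin 10 µg/mL final, low control DMSO vehicle only.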
# APJ ag: APJ receptor agonism; P35414; CHO-K1 APJ PathHunter beta-arrestin, luminescence; 0% DMSO wells, 100% apelin; activation, % at 20 µM; 330,000 tested, 0.11% active;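 active means activation more than six SD over the plate average, tested at 20 µM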;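 further: 0% = DMSO alone and 100% = apelin-13 at 10 nM; some results filed as inactive read as strong as hits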
# Target sequence (P35414 whole entry, looked up): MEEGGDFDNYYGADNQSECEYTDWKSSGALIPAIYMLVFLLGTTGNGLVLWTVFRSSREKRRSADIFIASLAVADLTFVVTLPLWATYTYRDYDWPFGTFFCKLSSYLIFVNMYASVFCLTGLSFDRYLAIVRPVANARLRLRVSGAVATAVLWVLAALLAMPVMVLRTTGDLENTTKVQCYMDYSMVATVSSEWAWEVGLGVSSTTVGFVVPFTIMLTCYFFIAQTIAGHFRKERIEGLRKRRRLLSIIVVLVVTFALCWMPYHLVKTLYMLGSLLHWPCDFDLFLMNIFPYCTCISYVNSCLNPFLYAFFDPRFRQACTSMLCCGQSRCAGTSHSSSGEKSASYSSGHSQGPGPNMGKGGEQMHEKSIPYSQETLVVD
#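 system = engineered CHO-K1 APJ arrestin reporter cells | input = 1000 cells per well | timing = overnight seeding, 90 min compound at 25 °C, 1 h detection | measured by = enzyme-fragment complementation luminescence | read-out = beta-arrestin recruitment to APJ as agonist activity, luminescent signal | control set = negative DMSO alone, positive Apelin-13 at 10 nM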
# CXCR6 inh: blocks human CXCR6 beta-arrestin recruitment | CHO-K1 PathHunter CXCR6 beta-arrestin, luminescence | inhibition, % at 20 µM | O00574 | 360,000 tested, 0.36% active | AID 602244; in the data active means inhibition above about 34%, passing the limit was not always enough;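 further: antagonist mode with CXCL16 agonist at 10 nM final; 0% = 10 nM CXCL16 with DMSO and 100% = unstimulated wells without agonist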
# Target sequence (O00574 whole entry, looked up): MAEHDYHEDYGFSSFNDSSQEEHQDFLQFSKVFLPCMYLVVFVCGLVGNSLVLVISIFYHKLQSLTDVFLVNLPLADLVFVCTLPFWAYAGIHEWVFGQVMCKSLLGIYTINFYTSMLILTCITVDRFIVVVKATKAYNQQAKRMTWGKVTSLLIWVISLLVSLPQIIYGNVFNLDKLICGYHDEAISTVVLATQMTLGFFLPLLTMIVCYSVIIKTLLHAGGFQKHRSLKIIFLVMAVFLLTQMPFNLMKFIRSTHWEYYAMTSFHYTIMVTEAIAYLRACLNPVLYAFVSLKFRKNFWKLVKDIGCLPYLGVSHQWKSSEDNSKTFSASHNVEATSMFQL
# APJ antagonist: blocks the human apelin receptor APJ; P35414; CHO-K1 APJ beta-arrestin complementation, luminescence; inhibition, % at 20 µM; 330,000 tested, 0.32% active; AID 2521;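 active means inhibition above about 40% at 20 µM, limit read from the data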;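 further: cells challenged with 10 nM apelin-13 agonist together with compound; plate controls were apelin-13 plus DMSO wells for no effect and DMSO wells lacking apelin-13 for full effect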
# Active calls of the source: *; x = not tested or not shown.
SMILES,Mdm2-MdmX inh,CHOP UPR activ,tim10-1 inh,TIM10 inh,tim23-1 inh,UPR XBP1 act,APJ ag,CXCR6 inh,APJ antagonist
O=S(=O)(c1ccccc1)N(CC1CO1)c1ccccc1 (stereo not given),17,0.3,-12,20,4,-2,-2,-1,12
O=[N+]([O-])c1ccc(N2CCCCC2)c(Cl)c1N1CCCCC1,4,-1.1,9,-2,9,0,-4,1,16
COCC(=O)NNC(=O)c1ccccc1OC,24,-0.4,4,-6,-7,0,-2,-7,-6
CCC(C)N(C(=O)Cn1cnc2c1c(=O)n(C)c(=O)n2C)C1CCS(=O)(=O)C1 (stereo not given),5,3.4,2,-3,12,0,-6,-3,-5
COCCn1c(SCC(=O)c2cccc(OC)c2)nnc1-c1ccco1,9,-2.3,26,9,19,1,1,4,-1
COc1cc(OC)cc(C(=O)N2CCN(C3CCCCC3)CC2)c1,2,1.5,2,5,2,-4,-4,-14,9
CCOc1ncccc1C(=O)OCC(=O)Nc1cc(S(=O)(=O)N2CCOCC2)ccc1Cl,-11,0.5,21,11,6,3,2,-6,-6
CCCCCCOC(=O)CCc1c(C)nc(N)[nH]c1=O,10,-3.6,-8,-7,3,-3,-1,-2,4
CCOC(=O)C1CCCN(C(=O)CCNS(=O)(=O)c2ccc3c(c2)CCC(=O)N3)C1 (stereo not given),11,-1.5,6,-11,-5,1,1,-2,12
O=C(N/N=C\c1ccc(COc2ccc([N+](=O)[O-])cc2)o1)c1ccc(Cl)cc1,7,2.0,-11,17,-4,1,2,4,-6
Nc1ccc(-c2nc3ncccc3o2)c(O)c1,-18,3.5,1,50*,58*,4,-2,-6,-6
COc1ccc(N2CCN(C(=O)c3ccc(C)c(Cl)c3)CC2)cc1,7,-0.4,24,-25,4,-3,-1,0,2
COc1ccc(CCOC(=O)c2ccc(N)c([N+](=O)[O-])c2)cc1,15,2.9,8,-13,14,3,9,1,-18
Cc1cc(C(=O)COC(=O)Cc2n[nH]c(=O)c3ccccc23)c(C)n1-c1ccc2c(c1)OCCO2,22,0.0,3,16,-8,-5,-4,24,14
Cc1noc(C)c1NC(=O)NCCN1CCN(Cc2ccccc2)CC1,-3,3.3,-6,-23,5,3,3,-5,4
CCC(NC(=O)C1CCC1)c1ccc(C)cc1 (stereo not given),18,0.0,2,1,1,-1,-3,-9,-4
CCOC(=O)c1c(C)[nH]c(N=Nc2ccc(OC)cc2)c1C,-227,5.0,-4,2,32,2,-6,13,32
CC1=C(C(=O)NC2CC(C)(C)Cc3c2cnn3-c2cccc(F)c2)OCCO1 (stereo not given),23,-1.7,21,19,38,-3,-2,-1,5
O=C(COC(=O)c1ccc(O)cc1O)NC1CCCCCC1,-9,0.4,15,5,27,-3,-5,-10,-2
CCCn1c(SCC(=O)OCc2ccccc2)nc2c1c(=O)n(C)c(=O)n2C,3,-1.7,36,-10,25,0,1,4,15
Cc1cccc(C)c1N1CCN(CCn2c(=S)[nH]c3ccccc3c2=O)CC1,-3,-0.9,2,-3,27,-4,0,10,-9
COc1cccc(OC)c1C(=O)Nc1nc2cc3c(cc2s1)OCO3,13,0.7,13,1,3,-1,-2,8,1
Cc1cccc(C)c1OCC(O)CN1CCc2ccccc2C1 (stereo not given),-15,1.1,11,9,19,0,0,-3,-30
Cc1ccc(C)c(NC(=O)CN(C)C(=O)CN2C(=O)C3CCCCC3C2=O)c1 (stereo not given),8,-0.5,-30,2,-12,-2,5,-5,-23
CN(Cc1nc(Cc2cccc(F)c2)no1)CC1CCOCC1,0,-0.7,10,-3,7,2,-2,-4,17

# More structures follow:
SMILES,Mdm2-MdmX inh,CHOP UPR activ,tim10-1 inh,TIM10 inh,tim23-1 inh,UPR XBP1 act,APJ ag,CXCR6 inh,APJ antagonist
COc1ccc(NC(=O)CSc2nc3ccccc3c(=O)n2CCNC(C)=O)c(OC)c1,-16,-0.9,8,2,15,-2,-3,2,10
Cc1cc(C)cc(NC(=S)NCCc2ccc(S(N)(=O)=O)cc2)c1,1,-0.9,6,-5,9,0,-2,2,3
CC12CCC(C(=O)NNc3ccccc3)(OC1=O)C2(C)C (stereo not given),27,1.5,-41,-36,-8,-1,-2,-3,3
CN(C)C(CNC(=S)Nc1ccc(Cl)cc1)c1cccnc1 (stereo not given),-2,1.0,4,-2,2,-1,-2,1,2
CCCC(=O)C1=C(O)C(C(=O)OC)C(C)(C)CC1=Nc1ccc(OC)cc1 (stereo not given),15,-0.9,10,26,32,-6,-4,-2,-9
COc1ccc(C(=O)COC(=O)Cn2c(C)csc2=O)c(OC)c1,-8,5.0,10,2,-1,3,-4,3,14
CC(=C\c1ccccc1)/C=C1/SC(=O)N(CCCC(=O)Nc2ccc(C(=O)O)cc2)C1=O,25,-1.0,21,-8,10,-3,-3,4,0
COc1ccc(CC(=O)NNC(=O)c2ccoc2C)cc1OC,-12,-0.2,8,-9,15,-2,-4,-4,13
COC(=O)c1cc2occc2n1Cc1nc(-c2ccccc2F)oc1C,26,1.7,14,-7,4,-1,-5,-2,3
Clc1ccc(Cc2nc(-c3cccnc3)no2)cc1,-16,3.1,21,0,21,3,0,-11,-19
COc1ccc(CC2(CO)CCN(Cc3cnc(-c4ccccc4C)nc3)CC2)cc1,16,-0.7,-10,-11,-11,-1,-1,10,-18
C[C@H](CO)N1C[C@H](C)[C@@H](CN(C)S(C)(=O)=O)Oc2ccc(NC(=O)NC3CCCCC3)cc2C1=O,25,0.0,7,-4,3,0,-5,2,-8
COc1ccc(S(=O)(=O)N2CCN(CC(O)COc3ccc(C#N)cc3)CC2)cc1OC (stereo not given),10,-0.7,17,11,3,6,-3,-10,4
Cc1ccc(NC(=O)COC(=O)C2CC(=O)N(Cc3ccccc3)C2)cc1F (stereo not given),18,0.1,0,-5,10,2,-2,-2,3
COc1ccc(-c2csc(N3C(=O)C4C5c6ccccc6C(c6ccccc65)C4C3=O)n2)cc1 (stereo not given),34,1.1,11,4,0,-2,0,2,-9
Cc1cccc(-n2ncc3c(NCc4cccnc4)ncnc32)c1,-72,11,-3,4,-14,5,-1,-11,-33
CC(C)n1cnnc1SCC(=O)NC(=O)c1ccccc1,7,-0.9,-17,-1,-4,-1,-6,1,6
CC(=O)Nc1ccc(S(=O)(=O)NCc2ccc3[nH]c(C)cc3c2)cc1,-4,0.9,15,5,17,-1,1,-12,3
Cc1ccc(C(=O)c2sc(Nc3ccccc3)c(C#N)c2N)cc1,39,2.0,16,30,12,7,-4,5,21
Cc1ccc(C(C)C)c(OCC(=O)NNC(=O)Nc2ccccc2)c1,-5,-1.0,26,11,25,-2,-1,-10,-5
COc1ccc(CNCCC(c2ccccc2)c2ccc3c(c2)OCO3)cc1 (stereo not given),67*,-0.7,-17,12,10,-4,-1,4,1
Cc1ccccc1NC(=O)c1cccc(NC(=O)c2c(C(=O)O)cccc2[N+](=O)[O-])c1,21,0.8,2,1,-6,0,0,-2,7
CSCCC(NC(=O)c1ccccc1Br)C(=O)NNC(=O)c1ccco1 (stereo not given),11,-1.9,1,-4,-7,3,0,6,2
Cc1ccc(C(=O)NCCCN2CCOCC2)cc1,-1,1.9,-9,-16,-1,-2,-1,-4,7
CCCCCCN1CC(=O)N2Cc3[nH]c4ccccc4c3C[C@H]2C1=O,22,-0.5,-5,20,34,-2,0,1,-2

# No new results follow: an excerpt of the list.
SMILES,Mdm2-MdmX inh,CHOP UPR activ,tim10-1 inh,TIM10 inh,tim23-1 inh,UPR XBP1 act,APJ ag,CXCR6 inh,APJ antagonist
C[C@H](CO)N1C[C@H](C)[C@@H](CN(C)S(C)(=O)=O)Oc2ccc(NC(=O)NC3CCCCC3)cc2C1=O,25,0.0,7,-4,3,0,-5,2,-8
COc1ccc(S(=O)(=O)N2CCN(CC(O)COc3ccc(C#N)cc3)CC2)cc1OC (stereo not given),10,-0.7,17,11,3,6,-3,-10,4
Cc1ccc(NC(=O)COC(=O)C2CC(=O)N(Cc3ccccc3)C2)cc1F (stereo not given),18,0.1,0,-5,10,2,-2,-2,3
COc1ccc(-c2csc(N3C(=O)C4C5c6ccccc6C(c6ccccc65)C4C3=O)n2)cc1 (stereo not given),34,1.1,11,4,0,-2,0,2,-9
Cc1cccc(-n2ncc3c(NCc4cccnc4)ncnc32)c1,-72,11,-3,4,-14,5,-1,-11,-33
CC(C)n1cnnc1SCC(=O)NC(=O)c1ccccc1,7,-0.9,-17,-1,-4,-1,-6,1,6
CC(=O)Nc1ccc(S(=O)(=O)NCc2ccc3[nH]c(C)cc3c2)cc1,-4,0.9,15,5,17,-1,1,-12,3
Cc1ccc(C(=O)c2sc(Nc3ccccc3)c(C#N)c2N)cc1,39,2.0,16,30,12,7,-4,5,21
Cc1ccc(C(C)C)c(OCC(=O)NNC(=O)Nc2ccccc2)c1,-5,-1.0,26,11,25,-2,-1,-10,-5
COc1ccc(CNCCC(c2ccccc2)c2ccc3c(c2)OCO3)cc1 (stereo not given),67*,-0.7,-17,12,10,-4,-1,4,1
Cc1ccccc1NC(=O)c1cccc(NC(=O)c2c(C(=O)O)cccc2[N+](=O)[O-])c1,21,0.8,2,1,-6,0,0,-2,7
CSCCC(NC(=O)c1ccccc1Br)C(=O)NNC(=O)c1ccco1 (stereo not given),11,-1.9,1,-4,-7,3,0,6,2
Cc1ccc(C(=O)NCCCN2CCOCC2)cc1,-1,1.9,-9,-16,-1,-2,-1,-4,7
CCCCCCN1CC(=O)N2Cc3[nH]c4ccccc4c3C[C@H]2C1=O,22,-0.5,-5,20,34,-2,0,1,-2

# Additional results follow.
SMILES,Mdm2-MdmX inh,CHOP UPR activ,tim10-1 inh,TIM10 inh,tim23-1 inh,UPR XBP1 act,APJ ag,CXCR6 inh,APJ antagonist
NC1=NC[C@H](Cc2ccc(O)cc2)N1CCc1cc(C(F)(F)F)cc(C(F)(F)F)c1,-9,0.5,-15,-8,-6,-4,-2,0,-54
COc1ccc(CNC(=O)C2CCN(c3nc(-c4ccccc4)nc4c3CCC4)CC2)cc1,32,-0.3,18,6,6,-5,-2,11,4
Cc1ccc(-c2noc(CSc3nnc(Cc4ccccc4)n3-c3ccc(Cl)cc3)n2)cc1,20,1.0,38,30,24,-4,-7,19,7
CN(/C(=N/S(=O)(=O)c1ccccc1)c1ccccc1)S(=O)(=O)c1ccccc1,-1,-0.1,28,-3,19,2,0,12,-19
N#CC1=C(N)OC2=C(C(=O)CC(c3ccccc3)C2)C1c1ccoc1 (stereo not given),-7,-2.0,25,26,18,-1,-3,2,12
COc1ccc(-n2c(SCc3ccc([N+](=O)[O-])cc3)nnc2-c2ccc(C)cc2)cc1,-3,-1.4,28,32,33,-2,-1,17,10
C/C=C/C(=O)N[C@@H]1c2ccccc2CC[C@@H]1OCc1ccccc1,6,-0.5,10,-2,31,0,x,-1,x

# These rows are one share of the data, so the mix of outcomes need not match the whole.
